Source: PubChem BioAssay
NPY1 pot ag = NPY-Y1 receptor potentiators or agonists, primary screen, cell-based | NPY-Y1 expressing cells, potentiator/agonist activation | activation, % at 3.6 µM | actives 0.37% (n = 220,000) | AID 1304, 2008; in the data active means activation above about 33%, passing the limit was not always enough;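 further: cells stimulated with NPY at EC10 then isoproterenol at EC100; 0% = low agonist plus stimulus and 100% = saturating agonist plus stimulus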
14-3-3 Bad inh = inhibitors of 14-3-3 zeta/Bad binding, primary screen, biochemical, TR-FRET, bovine 14-3-3 zeta | TR-FRET 14-3-3zeta/Dy647-pBad peptide displacement, 1 h | inhibition, % at 21.7 µM | actives 0.71% (n = 220,000) | AID 781, 2007;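 active means inhibition above about 70%, limit read from the data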;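 further: 0% = full 14-3-3 plus peptide FRET controls and 100% = background without 14-3-3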
Target sequence (P63103 whole entry, looked up): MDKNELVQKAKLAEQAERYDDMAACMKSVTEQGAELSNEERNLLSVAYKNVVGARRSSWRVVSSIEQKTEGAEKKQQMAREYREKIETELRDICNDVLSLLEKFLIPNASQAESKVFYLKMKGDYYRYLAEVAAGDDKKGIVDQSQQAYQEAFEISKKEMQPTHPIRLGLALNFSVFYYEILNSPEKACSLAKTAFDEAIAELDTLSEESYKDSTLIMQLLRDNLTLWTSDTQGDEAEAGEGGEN
PGE2 EP2 inh = human EP2 receptor antagonists, primary screen, TR-FRET cAMP, C6 glioma cells | inhibition, % at 25 µM | actives 0.52% (n = 260,000) | Prostaglandin E2 receptor EP2 subtype (Homo sapiens), P43116 | C6 glioma cells expressing human EP2; cells stimulated with saturating PGE2;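 active means percent inhibition above 40 after rounding to a whole number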;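 further: rat C6 glioma host cells with rolipram phosphodiesterase inhibitor present; the protocol text gives 20 µM as final concentration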
TRPML3 agonist = human TRPML3 channel agonists, primary screen, cell-based, HEK293 TRPML3-YFP, Fluo-8 calcium fluorescence, 3 µM; Mucolipin-3 (Homo sapiens), Q8TDD5; 100% = the carbachol control signal; activation, % at 3 µM; actives 0.29% (n = 220,000);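 active means activation above its plate's cutoff, the mean activation of the plate's test wells plus 3 SD, cut at about 12% in these data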;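 further: 0% = DMSO only wells and 100% = carbachol wells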
Target sequence (Q8TDD5 whole entry, looked up): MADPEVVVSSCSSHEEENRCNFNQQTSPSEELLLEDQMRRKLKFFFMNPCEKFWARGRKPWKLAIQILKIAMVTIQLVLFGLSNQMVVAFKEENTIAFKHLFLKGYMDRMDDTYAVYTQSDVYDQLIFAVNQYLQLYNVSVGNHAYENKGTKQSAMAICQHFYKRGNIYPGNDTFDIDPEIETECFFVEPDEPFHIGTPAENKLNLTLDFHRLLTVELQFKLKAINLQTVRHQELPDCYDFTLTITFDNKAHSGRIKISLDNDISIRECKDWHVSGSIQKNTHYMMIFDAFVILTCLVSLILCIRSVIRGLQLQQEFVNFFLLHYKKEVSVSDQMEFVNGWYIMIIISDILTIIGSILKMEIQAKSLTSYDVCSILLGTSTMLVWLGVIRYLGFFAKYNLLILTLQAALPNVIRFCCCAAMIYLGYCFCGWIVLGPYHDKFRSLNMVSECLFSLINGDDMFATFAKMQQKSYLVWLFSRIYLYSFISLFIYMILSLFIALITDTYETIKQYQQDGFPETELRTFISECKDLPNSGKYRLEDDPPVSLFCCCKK
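Material: HEK293 cells stably carrying human TRPML3-YFP; compound dosing: single dose, 3 µM final nominal compound, 0.3% DMSO final; incubation: 1-h 37 °C dye load, 5-s basal, 120-s post-compound reads; technique: Fluo-8 intracellular calcium fluorescence, excitation 470-495 nm, emission 515-575 nm; read-out basis: percent activation from peak-to-basal fluorescence ratio, scaled between DMSO and carbachol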
NPY-Y1 antag = NPY-Y1 receptor antagonists, primary screen, cell-based; HEK293-CNG Y1 cells, membrane potential fluorescence; NPY at EC95, then isoproterenol; AID 1040, 2008; actives 1% (n = 200,000); inhibition, % at 3.6 µM; Neuropeptide Y receptor type 1 (Homo sapiens), P25929;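 active means inhibition above the campaign mean inhibition of all tested compounds plus 3 SD, cut at about 20% in these data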;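 further: 0% = DMSO wells given NPY plus isoproterenol and 100% = isoproterenol alone without NPY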
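Material: HEK293 Y1/CNG channel cell line; also added: NPY (25 nM), isoproterenol (1 µM), Ro 20-1724 (25 µM); doses: one concentration, 3.6 µM, in 0.4% DMSO; schedule: compound incubation 1 h at room temperature, readout 45 min post-stimulation; technique: membrane potential fluorescence; measure: fluorescence ratio normalized to % inhibition between controls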
CHOP inhibitor = inhibitors of CHOP promoter induction, primary screen, cell-based, unfolded protein response, luciferase reporter. actives 3.8% (n = 220,000). CHO-K1 CHOP-promoter luciferase, tunicamycin-induced, 15-18 h. AID 2732, 2010. inhibition, % at 10 µM;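 active means compounds that reduced the stress-induced luciferase reporter signal by more than about 70% of percent inhibition, limit read from the data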;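 further: 0% = tunicamycin plus vehicle and 100% = wells without tunicamycin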
PPC-1+TRAIL kill = compounds killing PPC-1 cancer cells with TRAIL present, primary screen, TRAIL potentiator project, ATPLite luminescence, uHTS; PPC-1 cells + TRAIL, ATPLite viability luminescence; actives 0.41% (n = 220,000); cell killing (% activity), % at 4 µM;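 active means cell killing above 50% in the first pass at 4 µM, then a duplicate retest at 5 µM averaging 50% or more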;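 further: plate controls were cells with TRAIL plus DMSO for no effect and medium-only wells lacking cells for full effect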
TRPN1 ag = zebrafish TRPN1 channel agonists, primary screen, cell-based, HEK293, calcium fluorescence | transient receptor potential cation channel N1 (TRPN1/NompC), Danio rerio | HEK293 zebrafish TRPN1-YFP, Fluo-8 calcium fluorescence; 100% = response to 87 µM carbachol | activation, % at 3 µM | actives 0.18% (n = 220,000) | AID 1424, 2008;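 active means activation above its plate's cutoff, the mean activation of test wells on that plate plus 3 SD, cut at about 19% in these data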;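 further: 0% = DMSO alone and 100% = 87 µM carbachol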
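Material: zebrafish TRPN1-YFP in HEK293 cells. Doses: one dose of 3 µM, 0.3% DMSO. Incubation: dye 1 h 37 °C plus 30 min RT. Measured by: intracellular calcium fluorescence with Fluo-8.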
EP2 modulator = EP2 receptor modulators, cAMP readout, primary screen, cell-based, HTRF cAMP, PGE2 stimulation; AID 940, 2007; induction, % at 25 µM; EP2-expressing cells, cAMP HTRF FRET, PGE2 co-stimulation; actives 0.83% (n = 260,000); Prostaglandin E2 receptor EP2 subtype (Homo sapiens), P43116;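 active means compounds whose cAMP rise, as percent of the full-agonist control response, exceeds 60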;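 further: rat C6 glioma line stably carrying human EP2 under a CMV promoter; the protocol text gives 20 µM as final concentration; 100% = response of wells given 1 µM PGE2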
* hit, by the source's call; · = not tested or not shown; & = joins results of further samples; [ ] = another dose, or the depositor's remark. These rows are one share of the data; count on the stated rates, not on these rows.

SMILES	NPY1 pot ag	14-3-3 Bad inh	PGE2 EP2 inh	TRPML3 agonist	NPY-Y1 antag	CHOP inhibitor	PPC-1+TRAIL kill	TRPN1 ag	EP2 modulator
COc1cccc(NC(=O)c2ocnc2C)c1	0	0	8	0.2	-1	8	5	0.4	-1
O=C(CCc1nc2ccccc2[nH]1)Nc1ccc(F)cc1	-43	-1	8	-0.3	6	-32	8	0.1	-34
CCCC(=O)Nc1cc(OC)c(C(=O)OC)cc1Cl	-8	8	5	0.2	-3	19	6	-0.1	12
CC1CCN(CC(=O)Nc2ccc(Cl)cc2[N+](=O)[O-])CC1	-8	-14	12	-0.8	7	59	-17	0.8	47
CCOc1nc(NCCc2ccc(OC)c(OC)c2)nc(NC(C)(C)CO)n1	-12	-3	6	-0.4	7	57	11	2.0	-7
O=C(CSc1nnc(C2COc3ccccc3O2)o1)Nc1nccs1 (centres undefined)	3	-2	4	0.5	2	-7	14	0.6	-8
COc1ccc(C)cc1NC(=O)CSc1nnc(-c2ccccn2)n1Cc1ccco1	-12	0	10	-0.9	-2	6	12	-2.4	-3
COCCN(C(=O)c1cc(OC)c(OC)c(OC)c1)c1c(N)n(Cc2ccccc2)c(=O)[nH]c1=O	-9	-4	1	0.5	10	12	10[5 µM]	0.0	-7
Nc1ncnc2c1ncn2C1OC(CO)C(O)C1N (centres undefined)	23	-4	16	1.1	·	-2	-2	1.7	-14
CCc1nc2ccccc2n1Cc1ccc(OC)c(OC)c1	-17	-5	10	-0.5	-3	55	6	-0.4	18&-11
O=C(CSCc1ccc(F)cc1)N1CCN(c2ccc(F)cc2)CC1	17	-9	8	0.2	1	16	-3	1.2	-24
Cc1cc(NC(=O)CSc2nc(C(C)C)nc3sc4c(c23)CCCC4)no1	-17	-2[fluorescence artefact?]	10	1.5	8	77*	22	0.8	23
CCOC(=O)NC(=O)CSc1ccccn1	-14	-2	7	0.2	-1	-11	6	-0.9	0
CCCCN(C(=O)c1ccc(S(=O)(=O)N(C)C)cc1)c1nc2ccccc2s1	-4	12	17	0.0	6	71*	20	0.3	-35
O=C(NNc1ccccc1[N+](=O)[O-])Nc1ccccc1	16	-15	7	0.1	-3	38	19	-1.2	10
O=C(/C=C/c1ccco1)OCc1nnc(-c2ccc(Cl)cc2)o1	5	-14	8	-0.5	1	7	14	-0.1	-74
CCC(CC)C(=O)Nc1cc([N+](=O)[O-])ccc1Cl	14	3[fluorescence artefact?]	11	1.0	3	2	35	-0.3	-16
CS(=O)(=O)c1ccc2nc(NC(=O)c3cccc(NS(=O)(=O)c4ccc(F)c(F)c4)c3)sc2c1	25	-4	9	0.1	-6	8	3	-0.6	15
Cc1ccc2nc(NC(=O)C3CC(=O)N(Cc4ccco4)C3)sc2c1 (centres undefined)	19	-2	2	0.8	-4	8	10	1.3	-22
COc1cccc(NC(=O)N2CCN(c3cccc(C)c3C)CC2)c1	-20	14[fluorescence artefact?]	13	0.5	0	22	4	2.6	2
CCn1c(SCC(=O)NNC(=O)c2ccc(OC)cc2)nnc1-c1cccnc1	16	-7	7	-0.2	3	-5	3	1.0	40
C/C(CC(=O)NCCCN1CCOCC1)=N\NC(=O)COc1ccc(Cl)cc1	6	-8[fluorescence artefact?]	18	1.1	0	12	23	-0.3	-6
CCOC(=O)CSc1nc2ccc(NC(=O)CSc3nnnn3Cc3ccccc3)cc2s1	104*	-15	16	0.2	-14	-2	20	1.9	-47
Cc1ccc(C(O)c2nccn2C)o1 (centres undefined)	-5	-6	7	1.0	2	11	-2	0.8	-6
CC1(C)CC(=O)C2=C(C1)OC(N)=C(C#N)C2c1ccccc1OC(=O)N1CCOCC1 (centres undefined)	-8	4	11	0.1	-5	0	6[5 µM]	-0.5	8
Next records:
SMILES	NPY1 pot ag	14-3-3 Bad inh	PGE2 EP2 inh	TRPML3 agonist	NPY-Y1 antag	CHOP inhibitor	PPC-1+TRAIL kill	TRPN1 ag	EP2 modulator
O=C(O)CSCC(=O)Nc1cc(C(F)(F)F)ccc1Cl	-10	41	10	0.9	2	-14	-4	0.2	32
COC(=O)c1nn(-c2ccc(C)cc2)ccc1=O	5	6	7	0.4	-5	3	8	-1.3	7
Cc1c(NC=C(C#N)C#N)c(=O)n(-c2ccccc2)n1C	-9	-8	4	0.4	1	4	16	0.8	-19
Cc1nn2c(-c3cccnc3)ccnc2c1-c1ccccc1	-17	-9[fluorescence artefact?]	9	-0.3	-4	-12	23	1.1	-17
CCSc1nnc(CNC(=O)C23CC4CC(CC(C4)C2)C3)n1Cc1ccccc1	19	-4	5	-0.8	-2	17	20	0.0	-3
CCN1C(=O)C(Cc2nc3ccccc3c(=O)n2-c2ccccc2)c2ccccc21 (centres undefined)	-19	-2	6	-0.5	11	5	14	1.9	5
COc1ccc(CC(=O)NNC(=O)c2cccs2)cc1OC	3	-12	14	0.7	3	-1	2	-0.5	37
CC(NC(=O)c1ccc(Cn2cc([N+](=O)[O-])cn2)o1)c1ccccc1 (centres undefined)	-20	5	7	-0.6	3	-11	-9	-2.2	14
O=C(/C=C/c1cccs1)NC(=S)Nc1ccc(S(=O)(=O)Nc2ccccc2C(F)(F)F)cc1	27	-11	21	0.4	·	31	-2	-0.1	-42
Cc1ccccc1OCC(=O)NC(=S)Nc1ccc(Br)c(C)n1	0	-3	-3	0.4	2	-6	29	-0.4	-9
CCc1ccc(/C=C(\C)C(=O)c2c(C)cc(C)[nH]c2=O)cc1	10	-5	6	-0.7	0	16	-7	0.1	-2
CN1CCC(C(=O)N2CCCC(C(=O)c3ccc4c5c(cccc35)CC4)C2)CC1 (centres undefined)	-28	-8	5	1.4	7	5	22	-0.6	-1
CCOC(=O)c1cc(NC(=O)N(CC)C2CCCCC2)c(C)nc1C	-9	3	9	0.6	-5	24	24	-0.1	9
C=CCn1c(=O)c2ccccc2n2c(SCC(=O)NCCc3ccccc3)nnc12	-11	3	10	-0.7	-2	20	5	0.1	2
Cc1ccc(C(=O)NCCCCNC(=O)c2ccc(C)o2)o1	-23	7[fluorescence artefact?]	10	0.6	3	-4	-4	1.8	2
Cc1occc1-c1nnc(SCC(=O)N2CCN(c3ccccc3)CC2)n1C	-3	-13	12	1.2	2	25	7	1.2	4
Cc1cccc(NC(=O)CN(C)S(=O)(=O)c2ccc(Br)cc2)n1	-9	-8[fluorescence artefact?]	9	-0.1	3	25	19	-1.7	-17
COCCNC(=O)C(c1ccc(F)cc1)N(C(=O)CCC(=O)Nc1nccs1)c1cccc(C)c1 (centres undefined)	16	-7	5	0.0	-4	0	-20	0.1	7
Cc1ccc(-n2c(-c3cn(C)nc3C)n[nH]c2=S)cc1	-5	-2	5	0.6	11	-6	·	0.9	-2
O=C(NNS(=O)(=O)c1ccccc1)c1csc(-c2cccnc2)n1	6	-4	18	0.0	·	43	2	0.4	17
O=S(=O)(c1ccc2c(c1)OCCO2)N(Cc1ccc(F)cc1)Cc1nnc(-c2cccs2)o1	-5	3	12	0.6	45*	0	18	0.7	17
Cc1ccc(NC(=O)C2CCN(S(=O)(=O)c3cnc[nH]3)CC2)nc1	5	7	12	1.2	1	0	41	3.2	4
CCC(Cc1ccccc1)NCc1c(C(=O)O)c(C)n(Cc2ccccc2)c1C (centres undefined)	-2	-9	7	0.0	2	26	7	-0.4	3
CC(C)c1nc2ccccc2n1CCC(=O)O	13	-9	10&8	0.5	4	-8	4	-0.7	-34&20
COc1ccc(/C=C/C(=O)OCC(=O)N2CC(=O)Nc3ccccc32)cc1S(=O)(=O)N1CCOCC1	-1	-16	3	1.1	5	50	0	1.1	13

Record cards (already shown). Order of values: NPY1 pot ag, 14-3-3 Bad inh, PGE2 EP2 inh, TRPML3 agonist, NPY-Y1 antag, CHOP inhibitor, PPC-1+TRAIL kill, TRPN1 ag, EP2 modulator
Entry for `CCSc1nnc(CNC(=O)C23CC4CC(CC(C4)C2)C3)n1Cc1ccccc1` → 19, -4, 5, -0.8, -2, 17, 20, 0.0, -3
Entry for `O=C(NNS(=O)(=O)c1ccccc1)c1csc(-c2cccnc2)n1` → 6, -4, 18, 0.0, ·, 43, 2, 0.4, 17

Further entries
SMILES	NPY1 pot ag	14-3-3 Bad inh	PGE2 EP2 inh	TRPML3 agonist	NPY-Y1 antag	CHOP inhibitor	PPC-1+TRAIL kill	TRPN1 ag	EP2 modulator
Cc1cc(C(=O)C(=O)O)c(C)n1-c1ccc(Cl)cc1	2	5	8	0.5	-3	7	34	-1.0	23
O=C(Nc1ccc(Oc2ccc(NC(=O)c3ccco3)c(NC(=O)c3ccco3)c2)cc1)c1ccco1	-9	-6[fluorescence artefact?]	8	-0.8	-2	40	11	2.7	1
Cc1ccccc1C(=O)c1c[nH]c(C(=O)NCc2ccco2)c1	-2	0	15	-0.5	0	41	10	-0.3	3
COc1ccc(-n2nnc3c(=O)n(CC(=O)Nc4cc(C)on4)cnc32)cc1OC	-5	-8	6	0.8	5	-13	1	-1.0	15
O=C(CCn1c(=O)[nH]c2ccccc2c1=O)NCCCN1CCN(c2cccc(Cl)c2)CC1	6	-11	8	-0.2	3	-10	-14	0.3	5
FC(F)c1nc2ccccc2[nH]1	-13	-12	12	-0.5	-1	15	-3	2.6	24
CC/C(=N/Nc1ccccc1)c1cnnc(SC)n1	-17	-1	13	0.0	-7	52	14	-0.9	-6
CCOC(=O)Cc1csc(NC(=O)CSc2nc(N)c3c(C)c(C)sc3n2)n1	-33	3	16	-0.3	8	48	26	-0.9	-20
COc1cc(OC)c(OC)cc1/C=C/C(=O)c1ccc(NS(=O)(=O)c2ccc(C)cc2)cc1	12	-27	8	1.0	1	-1	9	1.2	-8
CCOC(=O)c1c(CN2CCOCC2)n(-c2ccccc2)c2cc(Br)c(OC)cc12	-26	1	-1	8.2	9	13	15	-1.5	31
CC(C)(C)OC(=O)N1CCCN(C(=O)Nc2ccc(C(F)(F)F)cc2)CC1	-18	3	7	1.6	·	-15	4	0.5	-20
O=C(Nc1cccc(Br)c1)c1ccn[nH]1	13	7	4	0.3	-1	-56	16	1.1	-13
COc1cccc(C(c2nnnn2CS(=O)(=O)c2ccc(C)cc2)N2CCN(C)CC2)c1OC (centres undefined)	25	9	8	0.0	0	2	4	0.0	15
Clc1cccc(-c2nnc(-c3ccccc3)o2)c1	-21	-1	9	-0.7	12	20	25	-2.4	-52
